EPAC1 agonist: qHTS for Agonist of cAMP-regulated guanine nucleotide exchange factor 3 (EPAC1): primary screen | EPAC1 agonist qHTS, biochemical assay; response scale: 100% = response to 6.5 mM cAMP | 360,000 tested, 0.073% active | Potency, µM (top dose mostly 154 µM), for the others: at the highest dose activation, most hits filed as activators; also: nearly all actives have a fitted effect of over 60% in size
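Multi-concentration qHTS readout: loss of Rap1B-bound BODIPY-GDP fluorescence driven by 100 nM EPAC1 with excess GDP (50 uM), monitored kinetically at room temperature; agonist response expressed relative to 6.5 mM cAMP.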
PTHR1 agonist: qHTS for PTHR1 Agonists: Primary Screen; Parathyroid hormone/parathyroid hormone-related peptide receptor (Homo sapiens), Q03431; HEK293 GP2 PTHR1 cells, GloSensor cAMP luminescence, 1 h; Potency, µM (highest dose often 115 µM), without a hit: top-dose activation, most hits filed as activators; 410,000 tested, 0.075% active; also: nearly all actives have a fitted effect of over 55% in size; some results filed as inactive show a strong effect at the top dose; inactives centre near -15; many of its hits are not listed in these tables
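HEK-293-derived GP2 cells expressing PTHR1 and a GloSensor cAMP reporter, 3,000/well, plated overnight, given luciferin plus IBMX (each 0.5 mM as added) for 1 h at 37 °C, then compound for 1 h at 37 °C. Luminescence was read after 15 min at room temperature.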
FUS suppressor: qHTS for Suppressors of FUS Proteinopathy: Primary screen using FUS-linked yeast assay | S. cerevisiae FUS-expressing, growth rescue, OD600, 24 h | Potency, µM (highest dose often 76.6 µM), for inactives: at the top dose growth rescue (activation), usual class: activators | 390,000 tested, 0.24% active | AID 1347120, 2019;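 also: plate controls were DMSO vehicle for no effect and reference control for full effect; nearly all actives have a fitted effect of over 55% in size; some results filed as inactive show a strong effect at the top dose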
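Cultures pregrown in 2.5% raffinose medium are shifted to minimal medium containing 2% galactose to express toxic FUS. Compounds are tested at several concentrations. After 24hr at 30C, growth is quantified at 600 nm absorbance.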
TDP-43 yeast inh: qHTS of TDP-43 Inhibitors. TDP-43 expressing yeast growth rescue, BacTiter-Glo, 24 h. Potency, µM (highest dose often 46.1 µM), for the others: top-dose growth rescue (activation), actives largely listed as activators. 410,000 tested, 1.8% active; also: % of control where 0% means no effect; nearly all actives have a fitted effect of over 50% in size
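Growth rescue of TDP-43-toxic yeast measured as ATP luminescence (BacTiter-Glo). Cells grown to mid-log in raffinose, induced in galactose at OD600=0.02, exposed to compound 24 hr at 30 deg C.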
EPAC1 antagonist: qHTS for Antagonist of cAMP-regulated guanine nucleotide exchange factor 3 (EPAC1): primary screen. Rap guanine nucleotide exchange factor 3 (Homo sapiens), O95398. EPAC1 GEF assay, Rap1b-BODIPY-GDP exchange fluorescence. Potency, µM (series often up to 115 µM), for inactives: top-dose activity change, negative = inhibition, most hits filed as inhibitors. 360,000 tested, 0.14% active. AID 720709, 2013;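 also: plate controls were vehicle for no effect and positive control for full effect; nearly all actives have a fitted effect of over 50% in size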
EPAC2 ag: qHTS for Agonist of cAMP-regulated guanine nucleotide exchange factor 4 (EPAC2): primary screen; Potency, µM (series often up to 154 µM), inactives show at the highest dose activation, most hits filed as activators; EPAC2 activation, biochemical qHTS; response scale: 100% = 6.5 mM cAMP response; AID 720711, 2013; 360,000 tested, 0.079% active; Rap guanine nucleotide exchange factor 4 (Homo sapiens), Q8WZA2; also: nearly all actives have a fitted effect of over 50% in size
Target sequence (Q8WZA2 whole entry, looked up): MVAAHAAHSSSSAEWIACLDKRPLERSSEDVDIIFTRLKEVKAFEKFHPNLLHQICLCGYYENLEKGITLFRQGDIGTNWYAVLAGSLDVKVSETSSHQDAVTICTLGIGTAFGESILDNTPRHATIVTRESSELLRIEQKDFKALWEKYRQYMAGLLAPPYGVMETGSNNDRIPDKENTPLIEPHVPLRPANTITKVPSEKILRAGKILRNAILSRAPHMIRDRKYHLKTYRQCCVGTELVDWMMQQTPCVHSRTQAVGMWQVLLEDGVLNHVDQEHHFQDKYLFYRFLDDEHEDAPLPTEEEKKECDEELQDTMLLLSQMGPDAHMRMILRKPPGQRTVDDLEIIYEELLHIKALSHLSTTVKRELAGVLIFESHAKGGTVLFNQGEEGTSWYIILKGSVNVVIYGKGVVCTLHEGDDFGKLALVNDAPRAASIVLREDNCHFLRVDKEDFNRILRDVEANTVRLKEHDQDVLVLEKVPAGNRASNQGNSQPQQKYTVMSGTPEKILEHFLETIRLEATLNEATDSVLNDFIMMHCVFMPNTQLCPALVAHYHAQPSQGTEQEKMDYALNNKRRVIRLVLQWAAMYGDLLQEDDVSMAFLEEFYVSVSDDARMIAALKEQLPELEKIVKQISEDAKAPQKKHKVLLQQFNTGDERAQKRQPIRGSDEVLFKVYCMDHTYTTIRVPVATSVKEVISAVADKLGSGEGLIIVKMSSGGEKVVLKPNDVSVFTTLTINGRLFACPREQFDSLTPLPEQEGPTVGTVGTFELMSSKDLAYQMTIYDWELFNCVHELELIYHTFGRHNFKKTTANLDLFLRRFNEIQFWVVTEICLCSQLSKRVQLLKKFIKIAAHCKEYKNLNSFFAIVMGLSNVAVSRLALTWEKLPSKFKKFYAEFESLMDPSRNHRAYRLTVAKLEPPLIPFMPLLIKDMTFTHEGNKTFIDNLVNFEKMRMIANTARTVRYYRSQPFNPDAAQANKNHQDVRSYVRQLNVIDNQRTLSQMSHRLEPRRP
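Fluorescence exchange assay: 100 nM EPAC2 with 250 nM RAP1B-BODIPY-GDP and 50 uM GDP; compounds tested as a concentration-titration series (qHTS). Loss of Rap1-bound BODIPY-GDP fluorescence read at 480/540 nm; data normalized to 6.5 mM cAMP.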
aSyn yeast inh: qHTS of alpha-syn Inhibitors; Yeast expressing alpha-synuclein, growth rescue, BacTiter-Glo, 24 h; Potency, µM (doses to about 46.1 µM), inactives show at the highest dose growth rescue (activation), actives largely listed as activators; 370,000 tested, 0.14% active; AID 652106, 2013; also: % of control where 0% means no effect; nearly all actives have a fitted effect of over 65% in size
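Screening used galactose-induced yeast with toxic alpha-synuclein levels, exposed to compound for 24 hr at 30 deg C. Cell growth, read with BacTiter-Glo luminescence, gave the measured signal.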
EPAC2 antag: qHTS for Antagonist of cAMP-regulated guanine nucleotide exchange factor 2 (EPAC2): primary screen; Rap guanine nucleotide exchange factor 4 (Homo sapiens), Q8WZA2; EPAC2 GEF exchange of Rap1B-BODIPY-GDP, fluorescence; Potency, µM (highest dose often 114 µM), without a hit: top-dose activity, negative = inhibition, usual class: inhibitors; 360,000 tested, 0.18% active; also: % is scaled to controls: 0 for no effect and ±100 for the full control effect; nearly all actives have a fitted effect of over 45% in size; many of its hits are not listed in these tables
An asterisk follows results filed as active; i = inactive; ? = inconclusive; . = not tested or not shown; & = joins results of further samples; [ ] = dose if it differs, or a comment. Calls follow the shape of the dose curve; as a rule, active = well fitted curve in the direction sought with a large enough effect; inconclusive = small, poorly fitted or top-dose-only effect, or another doubt; inactive = no such curve, though single readings can be large; an effect the other way counts as inactive or inconclusive. Potency is read from the fitted curve at half-maximal effect. An excerpt. The share of hits here may be higher or lower than overall.

SMILES | EPAC1 agonist | PTHR1 agonist | FUS suppressor | TDP-43 yeast inh | EPAC1 antagonist | EPAC2 ag | aSyn yeast inh | EPAC2 antag
O=C(c1cc(-c2ccncc2)nc2ccccc12)N1CCN(S(=O)(=O)/C=C/c2ccccc2)CC1 | 6.7% | -1.9%[57.5 µM] | ? | -6.7% | 0.9% | 10.9% | -4.6% | 4.6%
Cc1onc(-c2ccccc2Cl)c1C(=O)NCc1ccc(N2CCCC2=O)cc1 | 14.6% | 27.7%[57.5 µM] | -11.6% | -6.6% | 13.5% | 5.1% | 0.7% | 1.2%
CCOC(=O)N1CCN(c2c(NCCN3CCN(c4ccccc4F)CC3)c(=O)c2=O)CC1 | 1.1% | i | -8.7% | 2.8% | -11.3% | -3.7% | -1.1% | 1.3%
CCC(C)C(Nc1ccc(C(=O)OC)cc1[N+](=O)[O-])C(=O)OC (configuration not stated) | 2.1% | -5.2% | . | 0.0% | -12.3% | 12.7% | 11.7% | -3.7%
CCOc1c(Br)cc(/C=C2\C(=O)N(CCC#N)N=C2C)cc1OC | 1.8% | -39.9%[inhibitor] | -0.7% | -3.2% | 4.1% | -10.2% | 0.0% | 16.3%
CN(CCOc1ccccc1)C(=O)C1CCC(=O)N(CCc2ccc(Cl)cc2)C1 (configuration not stated) | -5.4% | i | . | -7.7% | -3.3% | 2.0% | 14.3% | -5.2%
CCc1ccc(NC(=O)CSc2nnc(CNC(=O)c3ccc(OC)cc3)o2)cc1 | -16.9% | i | 33.2% | -1.8% | -6.4% | 1.1% | -1.4% | 4.3%
COc1ccccc1CC(=O)Nc1ccc(-c2nnc(-c3ccco3)o2)cc1 | 4.4% | -32.6%[inhibitor] | 4.3% | 18.7% | -15.1% | -2.9% | 3.3% | 1.6%
CC(NC(=O)Cn1cnc([N+](=O)[O-])n1)c1ccccc1 (configuration not stated) | 3.5% | i | -5.1% | 4.1% | 14.2% | -1.5% | 5.8% | 10.6%
Cn1c(SCc2ccccc2)nnc1-c1ccco1 | 6.4% | i | -0.6% | 10.2% | -5.6% | 10.1% | 6.0% | -4.6%
Cn1c(=O)oc2cc(S(=O)(=O)Nc3cccc(C(=O)O)c3)ccc21 | -3.2% | -5.1%[57.5 µM] | 23.3% | 21.3% | 10.9% | -10.0% | 2.8% | 12.2%
CCOc1ccccc1NC(=O)/C=C/c1ccccc1[N+](=O)[O-] | 0.7% | i | 14.8% | 26.4% | 4.8% | -10.4% | -5.8% | 1.4%
CCc1ccccc1NC(=O)C1CC(c2ccc(F)cc2)=NO1 (configuration not stated) | 0.0% | -6.2%[57.5 µM] | -6.0% | ? | -12.1% | -0.2% | 13.9% | 4.7%
CC(Sc1ccc(Cl)cc1)C(=O)NNC(=O)c1ccccc1O (configuration not stated) | -4.2% | -15.2% | 16.8% | ? | 22.5% | 2.0% | 1.4% | -7.3%
c1cc(C2CCCCC2)ccc1Oc1nc(N2CCOCC2)nc(N2CCOCC2)n1 | 2.8% | -33.3%[inhibitor][57.5 µM] | -1.6% | -8.1% | 4.0% | -7.3% | 0.1% | -3.5%

Next part, starting with the last 2 of the part before.
SMILES | EPAC1 agonist | PTHR1 agonist | FUS suppressor | TDP-43 yeast inh | EPAC1 antagonist | EPAC2 ag | aSyn yeast inh | EPAC2 antag
CC(Sc1ccc(Cl)cc1)C(=O)NNC(=O)c1ccccc1O (configuration not stated) | -4.2% | -15.2% | 16.8% | ? | 22.5% | 2.0% | 1.4% | -7.3%
c1cc(C2CCCCC2)ccc1Oc1nc(N2CCOCC2)nc(N2CCOCC2)n1 | 2.8% | -33.3%[inhibitor][57.5 µM] | -1.6% | -8.1% | 4.0% | -7.3% | 0.1% | -3.5%
COC(=O)c1ccccc1NC(=O)NCc1ccc2c(c1)OCO2 | -0.3% | i | 8.1% | ? | -1.8% | 3.0% | -8.7% | -1.2%
CCOC(=O)N(C)C[C@@H]1OCc2cnnn2CCCC(=O)N([C@H](C)CO)C[C@@H]1C | 4.8% | -18.9% | -3.6% | 19.1% | 1.9% | -5.1% | 1.0% | 4.2%
CCn1c(SCC(=O)Nc2ccc(Br)cc2)nc2sc3c(c2c1=O)CCN(C)C3 | 7.4% | ? | 21.2% | -0.5% | -2.5% | -3.7% | -4.4% | -2.7%
CCOC(=O)C1(CCOc2ccccc2)CCN(Cc2cccn2-c2ncccn2)CC1 | -2.4% | i | 11.0% | -4.9%[9.22 µM] | -2.3% | -0.9% | 2.5% | 3.0%
COc1ccc(C(CCc2ccc(C)o2)NC(=O)Nc2ccc(OC)cc2OC)cc1 (configuration not stated) | 23.4% | i | 19.2% | -6.0% | -9.0% | 7.6% | 10.0% | -8.5%
CCC1=NN(C(=O)c2cccnc2)C(O)(C(F)(F)F)C1 (configuration not stated) | -3.7% | -23.2% | -26.2% | -9.9% | 10.4% | 2.7% | -2.8% | 14.4%
CC(=O)c1cccc(NC(=O)CSc2nc(=O)n(CCN3CCOCC3)c3c2CCC3)c1 | -3.8% | -7.2% | 9.8% | -6.7% | 15.9% | 4.8% | 0.3% | -9.8%
CC(C)N1CC23C=CC(O2)C(C(=O)OCc2ccccc2)C3C1=O (configuration not stated) | 9.0% | 7.8% | -6.9% | -1.2% | -12.2% | 4.0% | -4.7% | 5.2%
COc1ccc(Cl)cc1S(=O)(=O)N1CCN(C(=O)COc2ccccc2)CC1 | -2.5% | -12.5% | 2.2% | 19.1% | -19.6% | 4.2% | 9.8% | -0.9%
CC(C)NC(=O)CC(=O)N/N=C\c1ccccc1C(=O)O | 6.2% | i | 5.9% | -13.4% | 7.5% | 9.3% | 0.0% | 1.9%
CCOC(=O)c1cc(CC)sc1NC(=O)COc1ccc2c(C)cc(=O)oc2c1 | 8.2% | i | -23.6% | 3.9% | -2.9% | ? | 3.2% | 12.1%
CCOC(=O)C1(CCOC)CCN(C(=O)Cc2ccsc2)CC1 | 17.1% | -20.7% | -2.2% | 22.9% | 3.7% | -3.2% | 3.8% | 1.7%
COC(=O)c1cccc(NC(=O)CCN2C(=O)C3CC=CCC3C2=O)c1 (configuration not stated) | -1.2% | i | . | -7.8% | 6.2% | -2.3% | 2.7% | 6.2%
Cc1ccc(NC(=O)c2cc(C)nn2-c2ccccc2)cc1 | -22.8% | ? | 2.3%&-5.8% | 17.8µM* | -17.1% | 5.2% | 1.5% | 2.4%
Cc1cc(NS(=O)(=O)c2ccc(NC(=O)Cc3ccc(Cl)c(Cl)c3)cc2)no1 | -1.0% | -0.6% | -15.5% | -13.9% | -17.9% | -2.1% | -6.9% | ?
COc1ccc(CNc2ccc(S(N)(=O)=O)cc2)c(OC)c1OC | 3.4% | ? | 13.3% | -33.9% | 14.7% | 12.0% | -4.9% | 22.6%
COC(CNC(=O)CNC(=S)N(Cc1ccccc1)Cc1cccs1)OC | -15.2% | i | 2.0% | -0.4% | -10.4% | -4.4% | 0.4% | -8.1%
Cc1ccccc1-n1c(Cn2c(=O)sc3ccccc32)nnc1SCC(=O)N1CCOCC1 | 2.4% | -18.4% | ? | -0.9% | -6.5% | 3.8% | -3.2% | -11.0%
CC(C)N1C(=S)N(Cc2ccco2)C(=O)C1CC(=O)Nc1ccccc1 (configuration not stated) | -5.3% | i | 14.2% | 5.4% | -8.8% | 4.9% | -3.7% | -0.2%
Cc1cc(-c2ccc([N+](=O)[O-])cc2)nc2ccccc12 | 14.2% | -17.0% | 13.0% | -7.7% | -0.5% | 16.1% | -7.4% | -3.1%
Cc1ccc(C(=O)O/N=C2\CCS(=O)(=O)c3sccc32)cc1 | 7.0% | -21.3%[57.5 µM] | 7.9% | -3.3% | -11.4% | 2.4% | 11.6% | 0.4%
CC(C)CCOc1ccc(/C=C2\CCn3c2nc2cc(C(=O)O)ccc2c3=O)cc1 | -6.8% | -19.8% | . | -20.9% | -13.6% | -8.2% | 11.7% | -3.5%
Cc1ccccc1N=Nc1c(C)[nH]n(C(N)=S)c1=O | -1.6% | i | 24.7% | 20.5% | -4.1% | -6.2% | -28.0% | -3.0%
COCCCNC(=O)CSC1=Nc2ccccc2C2=NC(c3ccccc3)C(=O)N12 (configuration not stated) | 1.8% | i | 12.3% | 12.5% | -13.1% | 8.4% | -2.0% | 0.2%
CCCC(=O)Nc1cc(=O)n(C)c(=O)n1C | -6.7% | i | -6.6% | 1.5% | -2.4% | -4.7% | 4.5% | 4.9%
Cn1ccsc1=NC(=O)c1ccc([N+](=O)[O-])o1 | 15.3% | -26.9% | -10.0% | -69.4%[inhibitor] | 1.0% | 11.0% | -8.5% | -2.4%
O=c1c2ccccc2nnn1CCN1CCOCC1 | 2.9% | 3.7% | -17.6% | 15.1% | 0.7% | 7.4% | -6.6% | -1.6%
Cc1nnc(SCC(=O)Nc2cc(Cl)ccc2Cl)n1CC1CCCO1 (configuration not stated) | 3.2% | i | 12.2% | 1.8% | 4.8% | 8.4% | -2.4% | -1.3%
Cc1ccccc1N1C(=O)C2C3CCC(O3)C2C1=O (configuration not stated) | 5.1% | i | 7.3% | -7.9% | -7.4% | 7.6% | 1.9% | -1.4%
CCc1nc2ccc(C(=O)Nc3cc(-c4ccccc4)ccc3OC)cn2c1N(C)CCCc1ccccc1 | -11.0% | ? | ? | 20µM* | -11.9% | 8.7% | -14.4% | 12.0%
O=C(O)c1ccc2c(=O)n3c(nc2c1)/C(=C/c1ccc(C(F)(F)F)cc1)CC3 | -3.6% | -26.2% | 8.8% | 13.9% | -10.4% | -5.0% | -12.0% | 4.3%
O=C(C1COc2ccccc2O1)N1CCCCC1 (configuration not stated) | 4.3% | -16.5% | -16.1% | 5.7% | 6.8% | 9.8% | -0.6% | -6.1%

Compounds from the list above with a CF3 group:
SMILES | EPAC1 agonist | PTHR1 agonist | FUS suppressor | TDP-43 yeast inh | EPAC1 antagonist | EPAC2 ag | aSyn yeast inh | EPAC2 antag
CCC1=NN(C(=O)c2cccnc2)C(O)(C(F)(F)F)C1 (configuration not stated) | -3.7% | -23.2% | -26.2% | -9.9% | 10.4% | 2.7% | -2.8% | 14.4%
O=C(O)c1ccc2c(=O)n3c(nc2c1)/C(=C/c1ccc(C(F)(F)F)cc1)CC3 | -3.6% | -26.2% | 8.8% | 13.9% | -10.4% | -5.0% | -12.0% | 4.3%
